Screening results from PubChem BioAssay.
TEAD-YAP block: TEAD-YAP interaction inhibition, primary screen, TEAD-YAP interaction inhibitor project, luminescence, HEK-TIYL cells. inhibition, % at 9.12 µM. AID 1259422, 2018. hit rate 1.4% among 640,000. TEAD-Gal4/YAP UAS-luciferase luminescence; in the data active = inhibition above about 32%;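 note: 0% = median of test compound wells and 100% = reference inhibitor wells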
MITF inh: MITF inhibitors, primary screen, biochemical, AlphaScreen, human | Microphthalmia-associated transcription factor (Homo sapiens), O75030 | AlphaScreen MITF homodimerization, bead proximity signal | inhibition, % at 2.6 µM | hit rate 0.91% among 650,000 | AID 1259374, 2018; in the data active = inhibition above about 50%;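 note: 0% = vehicle wells with protein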
Target sequence (O75030 whole entry, looked up): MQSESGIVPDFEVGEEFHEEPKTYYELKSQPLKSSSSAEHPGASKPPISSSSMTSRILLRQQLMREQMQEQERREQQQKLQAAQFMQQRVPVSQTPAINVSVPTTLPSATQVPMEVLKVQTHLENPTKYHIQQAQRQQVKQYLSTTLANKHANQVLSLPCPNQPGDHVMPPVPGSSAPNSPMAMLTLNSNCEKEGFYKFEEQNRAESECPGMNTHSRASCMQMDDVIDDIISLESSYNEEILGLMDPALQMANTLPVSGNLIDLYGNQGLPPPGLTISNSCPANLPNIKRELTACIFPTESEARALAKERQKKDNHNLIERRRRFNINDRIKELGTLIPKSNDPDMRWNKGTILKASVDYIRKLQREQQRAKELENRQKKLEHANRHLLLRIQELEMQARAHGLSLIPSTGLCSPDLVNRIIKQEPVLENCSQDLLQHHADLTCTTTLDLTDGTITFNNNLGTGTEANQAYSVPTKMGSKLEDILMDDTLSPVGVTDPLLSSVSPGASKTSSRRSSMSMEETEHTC
GPR151 activ: activators of human GPR151, primary screen, cell-based, PathHunter beta-arrestin, luminescence. PathHunter beta-arrestin GPR151 cells. activation, % at 11.2 µM. hit rate 1% among 650,000. AID 1508602, 2020; in the data active = activation above about 4.9%;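 note: 0% = median of compound wells and 100% = cells with positive control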
Target sequence (Q8TDV0 whole entry, looked up): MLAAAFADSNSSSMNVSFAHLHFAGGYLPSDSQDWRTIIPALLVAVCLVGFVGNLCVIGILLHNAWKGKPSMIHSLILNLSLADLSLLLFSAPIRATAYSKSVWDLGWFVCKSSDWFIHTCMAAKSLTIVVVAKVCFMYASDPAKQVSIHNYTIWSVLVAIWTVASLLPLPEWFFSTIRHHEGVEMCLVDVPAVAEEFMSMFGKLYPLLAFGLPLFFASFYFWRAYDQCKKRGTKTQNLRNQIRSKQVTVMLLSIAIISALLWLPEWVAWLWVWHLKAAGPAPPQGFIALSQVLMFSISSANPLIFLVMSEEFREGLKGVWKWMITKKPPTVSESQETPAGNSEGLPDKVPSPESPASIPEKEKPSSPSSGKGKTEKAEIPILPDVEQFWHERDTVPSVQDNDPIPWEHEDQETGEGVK
FBW7 activator: FBW7 E3 ligase activators, primary screen, biochemical, AlphaScreen, human | hit rate 0.13% among 650,000 | F-box/WD repeat-containing protein 7 (Homo sapiens), Q969H0 | normalized activity (activation), % at 26.1 µM | AID 1259310, 2017 | AlphaScreen FBW7–phospho-cyclin E peptide binding, activator screen; in the data active = normalized activity above about 1.9%;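 note: purified mutant Fbw7 with reduced substrate affinity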
Active calls of the source: *.

1) O=C(O)CCCCCN1C(=O)C(=O)/C(=C(\O)c2ccc(F)cc2)C1c1cccc([N+](=O)[O-])c1 (stereo not given)
2) O=C(NCC(O)c1ccc(Cl)cc1)c1cncc(-c2ccc3[nH]ncc3c2)c1 (stereo not given)
3) COc1cc(NC(=O)c2ccc(-c3ccc(C(=O)NC4CC4)cc3)s2)cc(OC)c1OC
4) CCCN1C(=O)NC2NC(=O)N(CCC)C21 (stereo not given)
5) CCC(=O)N1CCc2cc(S(=O)(=O)N3CCOCC3)ccc21

Assay by compound,1,2,3,4,5
TEAD-YAP block,2.9,0.8,43.2*,-4.0,1.0
MITF inh,-5.4,-5.8,7.2,3.9,5.4
GPR151 activ,0.1,-0.7,5.3*,-0.5,0.0
FBW7 activator,-0.1,0.2,0.1,0.1,0.0

6) CCCCCSc1nnc2c(n1)OC(c1ccc(OC)c(OC)c1)Nc1ccccc1-2 (stereo not given)
7) CC1=CC2=NC(=O)/C(=C\c3ccc(Sc4ccccc4)o3)C(=N)N2O1
8) CCCN1CCC(=NNC(=O)c2cccc([N+](=O)[O-])c2)CC1
9) Cc1ccc(C(=O)C2=C(O)C(=O)N(Cc3cccnc3)C2c2ccc(F)cc2)o1 (stereo not given)
10) Cc1ccc(CN2CCN(Cc3ccc(C)s3)CC2CCO)cc1 (stereo not given)

Assay by compound,6,7,8,9,10
TEAD-YAP block,1.0,9.6,-6.9,-0.6,-2.9
MITF inh,6.8,14.6,-2.2,6.8,-19.8
GPR151 activ,-0.1,1.6,-1.0,-1.4,-1.5
FBW7 activator,0.1,0.1,-0.1,0.2,0.0

Complete entries from above. Order of values: TEAD-YAP block	MITF inh	GPR151 activ	FBW7 activator
Listed for CCCCCSc1nnc2c(n1)OC(c1ccc(OC)c(OC)c1)Nc1ccccc1-2 (stereo not given) : 1.0	6.8	-0.1	0.1
Listed for Cc1ccc(CN2CCN(Cc3ccc(C)s3)CC2CCO)cc1 (stereo not given) : -2.9	-19.8	-1.5	0.0
Listed for CC1=CC2=NC(=O)/C(=C\c3ccc(Sc4ccccc4)o3)C(=N)N2O1 : 9.6	14.6	1.6	0.1
Listed for Cc1ccc(C(=O)C2=C(O)C(=O)N(Cc3cccnc3)C2c2ccc(F)cc2)o1 (stereo not given) : -0.6	6.8	-1.4	0.2

(continued)
11) COc1cc(Nc2ncnc3c2nc(NCCCN2CCCC2=O)n3C(C)C)cc(OC)c1OC
12) COc1cccc(C(=O)Nc2ccc3nc(N4CCN(c5ncccn5)CC4)cc(C)c3c2)c1
13) CCCCCCSc1nnc2c(n1)OC(c1ccncc1)Nc1ccc(Br)cc1-2 (stereo not given)
14) CCSc1nnc(-c2ccccc2)c2sc(C)nc12
15) O=C1CC2CS(=O)(=O)CC2N1c1ccc(Oc2ccccc2)cc1 (stereo not given)

Assay by compound,11,12,13,14,15
TEAD-YAP block,5.6,11.9,4.6,-1.5,-2.4
MITF inh,-5.1,-0.9,-0.6,-2.8,-2.5
GPR151 activ,1.2,1.2,4.7,0.5,-0.7
FBW7 activator,0.1,-0.1,-0.2,0.1,0.2

16) COc1ccc(S(=O)(=O)N(CCc2ccccc2)CC(=O)Nc2cccc3ccccc23)cc1
17) O=C(NCCc1nnc2n1CCN(Cc1cccc3cccnc13)CC2)c1ccc(F)cc1
18) CC1=C(C(=O)OCCOc2ccccc2)C(c2ccccc2Cl)NC(=O)N1C (stereo not given)
19) NC(=O)Cn1cc(C(=O)COc2ccccc2)c2ccccc21
20) CCN(CC)c1nc(NCc2cccnc2)nc(NC2CCN(Cc3ccccc3)CC2)n1

Assay by compound,16,17,18,19,20
TEAD-YAP block,-5.9,8.5,2.8,-0.7,-4.3
MITF inh,18.3,12.3,-12.9,-2.8,-13.6
GPR151 activ,1.2,-0.5,0.4,0.5,-0.1
FBW7 activator,0.4,0.1,0.0,-0.1,0.1

21) COc1cccc(CC(CC(=O)O)C(=O)Nc2ccccc2I)c1 (stereo not given)
22) COc1ccc(N=Cc2nc(-c3cccc4ccccc34)oc2O)cc1
23) O=C1CC(CC(=O)N2CC3CCC2C3)(c2cccc(F)c2)C(=O)N1Cc1cccnc1 (stereo not given)
24) CN(C)S(=O)(=O)c1cccc(N=Cc2cccs2)c1
25) Cc1ccc(Nc2ccn3ncc(-c4cccc(Cl)c4)c3n2)cc1NS(C)(=O)=O

Assay by compound,21,22,23,24,25
TEAD-YAP block,3.9,13.7,2.6,6.7,-3.0
MITF inh,5.7,-6.9,-3.6,8.1,20.3
GPR151 activ,1.4,-0.9,-0.8,2.3,-0.1
FBW7 activator,0.1,-0.1,-0.1,0.0,1.8

26) CCCCOc1ccc(C(=O)Nc2ccc3nc(SCC(=O)Nc4ccccc4F)sc3c2)cc1
27) Cc1cc(C)n(C(=O)COc2ccc(Cl)cc2Cl)n1
28) Cc1cc(N2C(=O)c3ccc(C(=O)N4CCc5ccccc5C4)cc3C2=O)no1
29) CCOc1ccc(C(=O)C2CCN(C(=O)c3ccccc3C(=O)O)CC2)cc1
30) O=C(Nc1ccc(-c2ccc([N+](=O)[O-])cc2)cc1)Nc1ccc(Cl)c(Cl)c1

Assay by compound,26,27,28,29,30
TEAD-YAP block,1.3,-3.7,4.7,-14.0,-9.4
MITF inh,3.2,-4.4,-1.0,-2.8,2.7
GPR151 activ,0.5,0.5,-0.1,-0.7,-0.9
FBW7 activator,0.0,0.0,0.1,0.7,0.7

31) CCNCCNC(=O)c1c(O)c2ccccc2n(C)c1=O
32) COc1ccc(N=c2oc3ccc4ccccc4c3cc2C(=O)NC(C)=O)cc1
33) COc1ccc2c(c1)cc(C)c1nn(CC(=O)NC3CCCCC3)c(=O)n12
34) O=S(=O)(c1cccc(-c2cn3cccnc3n2)c1)N1CCCCC1
35) Cn1c(=O)cc(Sc2ccccc2)[nH]c1=O

Assay by compound,31,32,33,34,35
TEAD-YAP block,-4.8,-4.5,-9.0,-1.8,3.4
MITF inh,5.3,13.1,-16.3,20.8,11.9
GPR151 activ,0.4,0.0,-0.1,-0.2,2.4
FBW7 activator,-0.1,0.1,0.0,0.0,-0.3

36) Cc1ccc(NC(=O)C2CC(=O)NC(Nc3cccc(C)c3)=N2)cc1 (stereo not given)
37) O=C(NC1CC1)C1CCN(C(=O)NCc2ccccc2)CC1
38) CCN1CCN(S(=O)(=O)c2ccc(S(=O)(=O)NCC3CCCO3)cc2)CC1 (stereo not given)
39) CCOC(=O)C(C)Sc1ccnc2c1c(=O)n(C)c(=O)n2C (stereo not given)
40) CC(C)N(Cc1nc(-c2ccccc2)no1)C(=O)CCN1C(=O)c2ccccc2C1=O

Assay by compound,36,37,38,39,40
TEAD-YAP block,-5.4,-7.5,3.8,-41.8,9.3
MITF inh,-7.7,-0.8,-4.3,6.3,-8.3
GPR151 activ,1.7,0.7,0.0,0.5,3.3
FBW7 activator,0.0,-0.1,-0.1,-0.3,0.1

41) CCn1c(CNc2ccc(C)cc2)nnc1SCC(=O)NC(C)(C)C
42) Cc1ccc(OCCOCCn2c(-c3ccc(Br)cc3)nc3ccccc3c2=O)cc1
43) Cc1cc(C(=O)NC2CC2)n(-c2ccccc2)n1
44) O=C(CCCc1ccccc1)NC1CC1
45) COc1ccc2cc(C#N)c(SCC(=O)Nc3ccc(F)cc3)nc2c1

Assay by compound,41,42,43,44,45
TEAD-YAP block,2.1,-17.3,0.3,-4.3,0.6
MITF inh,0.8,8.3,3.8,-3.8,8.2
GPR151 activ,-0.8,-1.0,0.2,1.7,-1.2
FBW7 activator,-0.1,0.2,-0.1,-0.1,0.1

46) CC(C)OCc1cc(CN2CCN(C)CC2)c(O)c2ncccc12
47) O=C(NCCn1ncc2c(N3CCCCCC3)ncnc21)c1cc2ccccc2o1
48) COCc1ccc2c(c1)c1c3n2CCNC3CCC1 (stereo not given)
49) O=C(Nc1ccccc1N1CCOCC1)c1cccc2ccccc12
50) CC1(C)CC(=O)C2=C(C1)NC1=C(C(=O)CC(C)(C)C1)C2c1ccccc1F

Assay by compound,46,47,48,49,50
TEAD-YAP block,4.6,11.6,-2.6,-1.2,-19.6
MITF inh,93.5*,-14.8,-3.4,-0.9,17.6
GPR151 activ,-1.3,-0.1,0.3,-0.4,1.9
FBW7 activator,-1.3,0.0,-0.3,0.1,0.5

51) CCC(C)(NC(=O)Cc1cccs1)C(=O)NC1CCCC1 (stereo not given)
52) COC(=O)C1CCN(CC(=O)NC(=O)NC2CCCCC2)CC1
53) COc1ccc2nc(N3CCCC3C(=O)NCc3ccccc3Cl)nc(C)c2c1 (stereo not given)
54) CN1CCN(NC(=S)Nc2ccc(Br)cc2)CC1
55) CCn1c(SCC(=O)Nc2nc(C)c(C)s2)nnc1-c1cccc(C)c1

Assay by compound,51,52,53,54,55
TEAD-YAP block,0.9,-3.4,-9.7,-5.4,6.4
MITF inh,-3.6,4.5,-14.2,-18.4,3.4
GPR151 activ,0.6,2.0,0.1,2.7,-0.4
FBW7 activator,-0.1,0.0,0.8,-0.1,-0.1

56) Nc1cc(N)nc(SCC(=O)Nc2ccccc2Cl)n1
57) CCCC(=O)NCCCc1nc2ccccc2n1CC(C)C
58) CC(C)n1cc(CN2CCN(C)C(CCO)C2)c2ccccc21 (stereo not given)
59) CN1CCCN(C(=O)C2CC23CCN(Cc2cc(F)cc(F)c2)CC3)CC1 (stereo not given)
60) O=C(O)C1C2C=CC(C2)C1C(=O)NCCc1cccc(Cl)c1 (stereo not given)

Assay by compound,56,57,58,59,60
TEAD-YAP block,-5.8,-1.6,8.2,2.4,-4.5
MITF inh,-4.8,5.4,7.1,-7.0,1.1
GPR151 activ,0.7,-1.2,-0.3,-1.0,0.1
FBW7 activator,0.0,0.1,-0.1,0.1,0.1

61) COc1ccccc1CNC(=O)Cn1c2c(c(-c3ccccc3Cl)cc1=O)CCC2
62) CCCSc1nnc(-c2ccccc2N)c(=O)[nH]1
63) CC(C)(C)OC(=O)N1CCC(c2c(C(=O)O)cnn2-c2ccc(Cl)cc2)CC1
64) O=C(CN1C(=O)C(=O)c2cc(Br)ccc21)NCC1CCCCC1
65) CCN(CC)CCNC(=O)Cn1nc(C)n2c(cc3cc(C)ccc32)c1=O

Assay by compound,61,62,63,64,65
TEAD-YAP block,5.1,-80.7,-4.0,-30.1,3.6
MITF inh,0.4,4.2,0.5,9.4,4.3
GPR151 activ,-0.8,0.1,-1.6,-0.7,-0.2
FBW7 activator,-0.1,0.0,0.1,-0.4,0.1

66) O=C(Nc1cc2cccc([N+](=O)[O-])c2oc1=O)c1ccc(Cl)cc1Cl
67) Cc1ccc(C)c(N(CC(=O)NCc2ccco2)C(=O)CCC(=O)Nc2ccccn2)c1
68) COc1ccc(NC(=O)C2=C(C)NC(=O)NC2c2ccc(F)cc2)cc1 (stereo not given)
69) CCC(=O)N1CCc2cc(-c3csc(NC(=O)c4c(OC)cccc4OC)n3)ccc21
70) CCCCOC(=O)C1=C(C)NC2=C(C(=O)CC(C)(C)C2)C1c1ccccc1Cl (stereo not given)

Assay by compound,66,67,68,69,70
TEAD-YAP block,12.7,-0.6,0.3,-6.3,1.3
MITF inh,21.1,8.1,-16.0,8.1,5.5
GPR151 activ,1.4,-0.5,4.0,1.0,0.4
FBW7 activator,-0.1,0.0,0.0,0.2,0.1

71) Cn1cc(C(=O)Nc2ccc(N3CCOCC3)cc2)nn1
72) CCCC(=O)Oc1c(I)cc(C=O)cc1OC
73) CCCCNC(=O)CCCCCn1c(=O)[nH]c2ccsc2c1=O
74) COc1ccc(-n2nc3cc(C)c(NC(=O)c4cccc(OCc5ccccc5)c4)cc3n2)cc1
75) COC(=O)C12CC3CC(CC(NC(=O)c4cc(-c5ccco5)[nH]n4)(C3)C1)C2

Assay by compound,71,72,73,74,75
TEAD-YAP block,-41.2,-8.3,1.1,-15.6,11.0
MITF inh,11.8,2.8,-5.2,14.9,4.4
GPR151 activ,-5.4,0.0,1.3,-0.7,-1.1
FBW7 activator,0.8,-0.1,-0.1,0.0,0.7

76) Cc1c(NC(=O)c2cccc3cccc(C(=O)O)c23)c(=O)n(-c2ccccc2)n1C
77) OCC1CCN(C2CCCN(Cc3cccc4c3OCO4)C2)CC1 (stereo not given)
78) CCOC(=O)N1CCC(NC(=O)c2cc3c(=O)oc4ccc(C)cc4c3s2)CC1
79) O=C(Nc1ccc2oc(-c3ccc(Cl)cc3)nc2c1)c1cc(Br)ccc1Cl
80) CC(=O)c1cccc(NC(=O)CSc2ccc(C)cc2)c1

Assay by compound,76,77,78,79,80
TEAD-YAP block,-0.4,5.4,-0.3,6.6,-56.7
MITF inh,3.5,15.0,-10.3,3.6,-27.0
GPR151 activ,0.0,1.2,-0.6,1.3,0.0
FBW7 activator,0.1,0.1,0.0,-0.2,0.0
